CRFBP-R2 agonist = agonists of human CRF-binding protein/CRF-R2 receptor complex | HEK293 CRF-R2/CRF-BP, calcium dye fluorescence (FLIPR); percent of saturating CRF peptide response | activation, % at 13.2 µM | 350,000 tested, 0.46% active;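 active = activation of at least 50%, plus an integration ratio under a set limit after plate pattern correction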;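 also: plate controls were neutral control wells without compound for no effect and CRF at EC100 for full effect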
CHRM5 antagonist = blocks acetylcholine activation of human M5 receptor; P08912; CHO-hM5 cells, Fluo-8 calcium fluorescence, ACh EC80; inhibition, % at 3 µM; 360,000 tested, 0.59% active;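 active = inhibition above a per-plate cutoff, the mean of that plate's test compounds plus 3 SD, cut at about 27% in these data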;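 also: 0% = acetylcholine EC80 with DMSO and 100% = DMSO without agonist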
Target sequence (P08912 whole entry, looked up): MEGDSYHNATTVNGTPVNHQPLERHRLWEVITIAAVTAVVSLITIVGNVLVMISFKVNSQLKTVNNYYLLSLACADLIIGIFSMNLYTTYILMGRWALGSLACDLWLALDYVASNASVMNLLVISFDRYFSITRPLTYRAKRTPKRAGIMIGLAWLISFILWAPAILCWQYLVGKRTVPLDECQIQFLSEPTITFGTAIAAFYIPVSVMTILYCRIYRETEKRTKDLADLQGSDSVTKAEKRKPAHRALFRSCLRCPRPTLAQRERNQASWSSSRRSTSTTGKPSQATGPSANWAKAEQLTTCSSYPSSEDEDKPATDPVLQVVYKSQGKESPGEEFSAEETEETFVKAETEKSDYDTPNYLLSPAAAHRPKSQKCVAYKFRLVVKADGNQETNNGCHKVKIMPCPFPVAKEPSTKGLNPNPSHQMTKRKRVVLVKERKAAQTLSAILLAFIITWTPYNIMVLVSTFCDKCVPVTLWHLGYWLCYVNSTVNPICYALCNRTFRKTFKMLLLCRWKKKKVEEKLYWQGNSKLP
CHRM5 PAM = CHRM5 positive allosteric modulation; CHO-K1 hM5, Fluo-8 calcium, ACh EC20 PAM; 0% = ACh EC20, 100% = ACh EC100; activation, % at 3 µM; 360,000 tested, 0.3% active; AID 624038;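 active = activation above the run cutoff, the mean activation of all test compounds plus 3 SD, cut at about 18% in these data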
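Probe or stimulus: acetylcholine, EC20 level; Assay system: human M5 receptor in CHO-K1 cells; Schedule: compound preincubation 140 s before EC20 acetylcholine addition; Technique: intracellular calcium via Fluo-8 fluorescence; Dosing: single-point, 3 µM nominal; Read-out basis: percent activation from peak-over-basal fluorescence ratio, scaled EC20-to-EC100 acetylcholine; Repeats: one well per compound, no replicates.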
CHRM5 agonist = CHRM5 agonism in calcium assay; P08912; CHO-K1 hM5 cells, Fluo-8 calcium fluorescence; 0% DMSO wells, 100% maximal acetylcholine response; 360,000 tested, 0.19% active; activation, % at 3 µM;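 active = activation above the run's mean over test compounds plus 3 SD, cut at about 23% in these data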;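 also: signal is peak over basal fluorescence ratio across the kinetic read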
M4 antag = blocks acetylcholine activation of human M4 receptor | P08173 | CHO-hM4 cells, ACh EC80, Fluo-8 calcium fluorescence | inhibition, % at 3 µM | 360,000 tested, 0.73% active;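 active = inhibition above its plate's cutoff, the mean inhibition of sample wells plus 3 SD, cut at about 27% in these data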;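 also: 0% = acetylcholine EC80 with DMSO and 100% = DMSO without agonist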
CHRM4 agonist = CHRM4 agonism in calcium assay; 360,000 tested, 0.14% active; activation, % at 3 µM; P08173; CHO-K1 hM4/Gqi5, Fluo-8 calcium fluorescence; vehicle 0%, full acetylcholine response 100%;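 active = activation above the run mean over all test wells plus 3 SD, cut at about 32% in these data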;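 also: peak over basal fluorescence ratio per well then scaled between controls; 0% = DMSO wells and 100% = acetylcholine at EC100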
M1 antag = blocks human M1 muscarinic receptor | 360,000 tested, 1.3% active | P11229 | AID 588852 | CHO-K1 hM1, Fluo-8 calcium fluorescence, ACh EC80 antagonist | inhibition, % at 3 µM;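 active = percent inhibition above its own plate's cutoff, namely the mean of that plate's compound wells plus 3 SD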;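 also: peak over basal fluorescence ratio during 140 s after agonist addition; 0% = ACh EC80 plus DMSO and 100% = DMSO alone without agonist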
Target sequence (P11229 whole entry, looked up): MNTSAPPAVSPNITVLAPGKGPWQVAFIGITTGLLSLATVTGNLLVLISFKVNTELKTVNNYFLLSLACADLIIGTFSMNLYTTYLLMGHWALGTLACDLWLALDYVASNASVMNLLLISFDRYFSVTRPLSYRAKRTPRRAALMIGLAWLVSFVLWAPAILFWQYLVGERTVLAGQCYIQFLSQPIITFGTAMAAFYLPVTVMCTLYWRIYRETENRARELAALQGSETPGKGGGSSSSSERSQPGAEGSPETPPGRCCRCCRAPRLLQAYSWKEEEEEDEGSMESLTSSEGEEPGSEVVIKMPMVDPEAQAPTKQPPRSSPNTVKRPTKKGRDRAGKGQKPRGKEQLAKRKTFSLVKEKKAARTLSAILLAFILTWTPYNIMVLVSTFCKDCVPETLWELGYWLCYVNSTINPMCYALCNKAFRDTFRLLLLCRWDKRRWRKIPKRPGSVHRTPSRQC
CHRM1 PAM = positive allosteric modulators of human M1 muscarinic receptor; P11229; CHO-K1 hM1, Fluo-8 calcium fluorescence, ACh EC20; 0% = ACh EC20, 100% = maximal ACh; activation, % at 3 µM; 360,000 tested, 0.088% active; AID 588819; in the data active = activation above about 19%, passing the limit was not always enough
M4 PAM = CHRM4 positive allosteric modulation; P08173; CHO-K1 hM4/Gqi5, Fluo-8 calcium fluorescence, ACh EC20; 0% = ACh EC20, 100% = maximal ACh; activation, % at 3 µM; 360,000 tested, 0.4% active; AID 624126;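 active = activation above its plate's cutoff, the mean activation of sample wells plus 3 SD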; also: some results filed as inactive read as strong as hits
Active calls of the source: *; nt = no result given; & = joins results of further samples; ! = a repeat was not active.

nr	mol	CRFBP-R2 agonist	CHRM5 antagonist	CHRM5 PAM	CHRM5 agonist	M4 antag	CHRM4 agonist	M1 antag	CHRM1 PAM	M4 PAM
1	CCN(CC(=O)Nc1c(F)cccc1F)C(=O)C1CCN(C(=O)c2ccc(Cl)cc2)CC1	0.7	5	-8	-2	-8	0	-8	4	8
2	Cc1ccc(N2C(=O)C3CC(c4ccccc4)=C4C5C=CC(C6C(=O)N(c7ccc(C)cc7C)C(=O)C56)C4C3C2=O)c(C)c1 (centres undefined)	1.0	1	1	5	2	0	-9	8	4
3	Cc1cn(C2CCCCC2)c(=O)[nH]c1=O	-1.3	3	-2	1	1	0	2	-3	5
4	COc1ccc(-c2cccc(C(=O)Nc3ccc(OC)c(OC)c3)c2)cc1	-0.8	4	-10	-2	-6	12	-14	6	-9
5	C=CCN1CC(=O)N2Cc3[nH]c4ccccc4c3C[C@H]2C1=O	6.5	11	-11	-1	43*	1	-13	3	-17
6	O=C(CCNS(=O)(=O)c1cccs1)N1CCCCCC1	2.1	-3	-2	1	3	1	-3	1	5
7	COc1ccc(S(=O)(=O)N(Cc2cc3ccc(OC)cc3[nH]c2=O)CC2COCCO2)cc1 (centres undefined)	-0.2	-4	-7	-2	-7	7	-2	0	-4
8	COc1ccc(N2CN=C3SCC(=O)N3C2)cc1	-1.7	0	-8	-8	0	1	-4	4	7
9	CCOC(=O)C1CCCC(NS(=O)(=O)c2ccc(NC(C)=O)cc2)C1 (centres undefined)	-0.6	2	-6	1	8	2	1	-1	-6
10	Cc1c(Cl)cccc1NC(=O)CS(=O)(=O)c1ccccc1	0.1	3	-2	-5	4	-1	-6	1	-5
11	CC1CNCCN1S(=O)(=O)c1cccc2cnccc12 (centres undefined)	0.5&-0.7	4&-8	-19&1	52*!	-5&-12	6&0	-3&-18	-19&-3	-2&3
12	O=C(/C=C/c1ccc(F)cc1)NC(=S)N1CCN(Cc2ccccc2)CC1	-0.9	10	-9	-12	0	0	-2	-4	-13
13	Cc1ccc(-n2nnnc2-c2cccc(C)c2)cc1	-5.9	5	0	-13	-9	0	-4	5	0
14	CCO/C(C)=C1\C(=O)N(CC)c2ccccc21	1.4	-4	-4	-2	-6	1	-19	7	5
15	COc1ccccc1NC(=O)C1CCCN1C(=O)NCc1ccccc1 (centres undefined)	2.3	-1	3	2	-3	1	-13	13	6

The listing continues.
nr	mol	CRFBP-R2 agonist	CHRM5 antagonist	CHRM5 PAM	CHRM5 agonist	M4 antag	CHRM4 agonist	M1 antag	CHRM1 PAM	M4 PAM
16	CC(C)C(NC(=O)c1ccco1)C(=O)NCC(c1ccco1)N(C)C (centres undefined)	-0.5	-6	-2	-2	-5	2	-10	9	22
17	CCOc1ccc(N(CC(=O)N2CCN(c3ccccc3OC)CC2)S(=O)(=O)c2ccc(F)cc2)cc1	-0.1	3	-8	-3	7	6	-6	5	-9
18	CCCCn1cnc2c(SCCc3ccccc3)nc(N)nc21	-5.2	19	2	-2	-6	3	0	-4	1
19	Cc1cccn2c(=O)c3cc(C(=O)NC4CCCC4)sc3nc12	-0.8	5	-1	-1	-4	8	-4	10	5
20	Clc1ccc(CN=C2Nc3ccccc3CS2)cc1	-1.1	1	-9	-3	-7	0	21	-9	-12
21	N#Cc1ccc(CC(=O)c2ccccc2)[nH]c1=O	58*	12	-7	8	-8	1	-15	6	3
22	Cc1c(Cl)ccc(S(=O)(=O)N2CCN(C)CC2)c1Cl	1.3	-2	1	-3	-10	1	-26	24	6
23	Cc1ccc(NC(=O)CCCC(=O)O)c(-c2nc3ccccc3[nH]c2=O)c1	3.3	24	3	-8	7	1	-11	5	0
24	CCOC(=O)C1Nc2ccc(C(F)(F)F)cc2C2C=CCC12 (centres undefined)	1.1	1	5	4	-1	2	5	-5	-2
25	O=C(Cc1c[nH]c2ccccc12)Nc1nc2ccccc2[nH]1	-3.3	-1	-5	0	-4	4	-13	6	-1
26	CCC(=O)N1CCc2cc(Br)cc(S(=O)(=O)N3CCN(C(=O)c4ccco4)CC3)c21	-0.2	-6	-4	2	-2	5	-2	8	1
27	O=C(CCC(=O)Nc1ccccc1)N/N=C/c1ccc2c(c1)OCO2	-0.9	2	-1	-1	-4	5	-3	1	1
28	Cc1ccc(C(=O)Nc2ccc3c(c2)CCC3)cc1S(=O)(=O)N1CCOCC1	0.3	1	-7	0	1	6	-5	3	-1
29	COc1ccc(/C=C2/CCc3ccccc3C2=O)cc1OC	-0.6	-4	-4	0	2	4	10	-3	-8
30	O=C(CCNC(=O)c1ccc(Br)cc1)Nc1nc2ccccc2[nH]1	0.8	-5	6	1	0	1	-4	3	3

Additional records follow.
nr	mol	CRFBP-R2 agonist	CHRM5 antagonist	CHRM5 PAM	CHRM5 agonist	M4 antag	CHRM4 agonist	M1 antag	CHRM1 PAM	M4 PAM
31	CCOc1ccc(CCNC(=O)c2[nH]c(C)c(C(C)=O)c2C)cc1OCC	0.9	-9	0	3	-5	3	3	3	-5
32	CCN(C(=O)c1cn(C)c(=O)c2ccccc12)c1ccccc1F	-0.7	6	0	-3	2	0	-7	3	-8
33	CCn1c(CN2c3ccccc3Sc3ccccc32)n[nH]c1=S	1.0	2	8	-6	2	4	-8	8	20
34	O=C(O)c1ccc(N2C(=O)CC(Cc3ccccc3)C2=O)cc1 (centres undefined)	1.3	2	-5	-2	-4	0	0	9	-4
35	CCOc1cccc(/C=C/c2ccc3cccc(O)c3n2)c1O	-4.8	12	-9	-4	0	9	11	-10	-8
36	OC[C@@H]1CN(Cc2ccncc2)C[C@H](n2cnc3c(NC4CC4)ncnc32)O1	nt	-5	1	1	-6	1	-15	15	7
37	Nc1cc(C(=O)O)ccc1N1CCCCC1	0.4	0	1	-1	9	0	-7	10	3
38	O=C(NCCNc1ccc([N+](=O)[O-])cc1)c1ccco1	-0.6	9	-7	-3	-10	2	-5	4	5
39	COc1cccc(C2CC(c3cccs3)=NN2C(=O)c2ccco2)c1O (centres undefined)	-1.1	-2	-3	6	4	20	1	6	-4
40	COc1ccc(CSc2nnc3[nH]c(=O)cc(N)n23)cc1	1.9	35*	-13	-7	-8	1	-4	11	20
41	CCOc1ccc(-c2cnc3ccccc3n2)cc1	0.1	4	-3	-1	8	2	3	1	-8
42	O=C(CN1CCCc2ccccc21)NCc1ccccc1Cl	19	11	-2	-6	1	0	8	-7	-4
43	COc1cc(C2N(c3ccc(Cl)c(Cl)c3)C(=O)C3CCCN32)cc(OC)c1OC (centres undefined)	-4.1	-3	-2	-3	-11	4	11	-4	2
44	CCOc1ccc2[nH]c(=O)c(CN(CCO)C(=O)c3ccccc3F)cc2c1	-2.0	-3	16	1	-1	0	-1	3	6
45	Cc1cc(C)cc(NC(=O)C2CCN(S(=O)(=O)c3c(C)n[nH]c3C)CC2)c1	-2.2	-7	0	-3	0	-1	-5	2	2

Additional records follow.
nr	mol	CRFBP-R2 agonist	CHRM5 antagonist	CHRM5 PAM	CHRM5 agonist	M4 antag	CHRM4 agonist	M1 antag	CHRM1 PAM	M4 PAM
46	COc1ccccc1N(CC(=O)N1CCCC1)S(=O)(=O)c1ccc(C)cc1	0.0	11	0	-3	-5	-1	0	1	-2
47	CC(=O)Nc1ccc(Oc2ncccn2)cc1	1.0	-4	-1	-3	-1	0	-17	7	7
48	COC(=O)Cc1cc(=O)oc2cc(O)ccc12	2.9	6	-6	-2	7	0	7	-2	-5
49	O=C(COC(=O)C1CCN(c2ccc(C(F)(F)F)cn2)CC1)NCCc1ccccc1	-0.3	8	-7	5	10	9	-5	0	-2
50	CCOC(=O)N1CCC2(CC1)C(C#N)=C(N)OC1=C2C(=O)CC(C)(C)C1	-0.4	-8	5	-6	0	1	0	6	-6
51	CN1C(C(=O)Nc2ccccn2)=C(O)c2sc(Cl)cc2S1(=O)=O	-2.1	-1	2	1	12	0	-9	-9	-8
52	Nc1cc(=O)[nH]c(SCc2ccc(Cl)cc2Cl)n1	-0.1	30*	-14	11	9	12	13	-5	-5
53	COc1cc(C(=O)NCC(=O)NCCCSc2ccccc2)cc(OC)c1OC	-0.7	-1	4	0	-8	1	0	6	20
54	O=C(NC(=O)c1ccccc1N1CCCCC1)Nc1ccc(Br)cc1	0.5	20	-10	-4	-8	-1	15	-5	-10
55	CCCCCNCc1ccc(Cl)cc1	0.4	19	-1	-5	-8	1	-6	9	9
56	COC(=O)N/N=C/c1ccc(OC(=O)/C=C/c2ccco2)cc1	-3.8	-2	6	2	-3	1	-11	3	-1
57	Cc1nn(C)c(C)c1S(=O)(=O)NC1CCCC1	-1.4	-2	-7	-11	-4	1	-32	7	5
58	[O-]/[N+](=C\c1ccncc1)c1ccc(Br)cc1	-2.9	1	2	1	0	3	-6	1	2
59	CC1=CC2=NC(=O)/C(=C/c3coc4ccccc4c3=O)C(=N)N2O1	147*	13	-12	39*	12	30	-9	0	-5
60	Cc1[nH]nc(N=CC2=C(O)CC(C)(C)CC2=O)c1-c1ccc(Cl)cc1	-0.1&-0.2	-2&0	-1&-1	1&0	-15&1	1&1	-4&-11	1&9	1&4
61	COc1ccc(-c2sc3ccccc3c2C#Cc2cncn2C)cc1	1.3	20	-11	-6	5	-1	5	-5	-1

In the list so far, these contain an aryl methoxy group.
nr	mol	CRFBP-R2 agonist	CHRM5 antagonist	CHRM5 PAM	CHRM5 agonist	M4 antag	CHRM4 agonist	M1 antag	CHRM1 PAM	M4 PAM
4	COc1ccc(-c2cccc(C(=O)Nc3ccc(OC)c(OC)c3)c2)cc1	-0.8	4	-10	-2	-6	12	-14	6	-9
7	COc1ccc(S(=O)(=O)N(Cc2cc3ccc(OC)cc3[nH]c2=O)CC2COCCO2)cc1 (centres undefined)	-0.2	-4	-7	-2	-7	7	-2	0	-4
8	COc1ccc(N2CN=C3SCC(=O)N3C2)cc1	-1.7	0	-8	-8	0	1	-4	4	7
15	COc1ccccc1NC(=O)C1CCCN1C(=O)NCc1ccccc1 (centres undefined)	2.3	-1	3	2	-3	1	-13	13	6
17	CCOc1ccc(N(CC(=O)N2CCN(c3ccccc3OC)CC2)S(=O)(=O)c2ccc(F)cc2)cc1	-0.1	3	-8	-3	7	6	-6	5	-9
29	COc1ccc(/C=C2/CCc3ccccc3C2=O)cc1OC	-0.6	-4	-4	0	2	4	10	-3	-8
39	COc1cccc(C2CC(c3cccs3)=NN2C(=O)c2ccco2)c1O (centres undefined)	-1.1	-2	-3	6	4	20	1	6	-4
40	COc1ccc(CSc2nnc3[nH]c(=O)cc(N)n23)cc1	1.9	35*	-13	-7	-8	1	-4	11	20
43	COc1cc(C2N(c3ccc(Cl)c(Cl)c3)C(=O)C3CCCN32)cc(OC)c1OC (centres undefined)	-4.1	-3	-2	-3	-11	4	11	-4	2
46	COc1ccccc1N(CC(=O)N1CCCC1)S(=O)(=O)c1ccc(C)cc1	0.0	11	0	-3	-5	-1	0	1	-2
53	COc1cc(C(=O)NCC(=O)NCCCSc2ccccc2)cc(OC)c1OC	-0.7	-1	4	0	-8	1	0	6	20
61	COc1ccc(-c2sc3ccccc3c2C#Cc2cncn2C)cc1	1.3	20	-11	-6	5	-1	5	-5	-1

Screens from PubChem BioAssay.
